# CHRM5 PAM: positive allosteric modulators of human muscarinic M5 receptor. CHO-K1 hM5, Fluo-8 calcium, ACh EC20 PAM; 0% = ACh EC20, 100% = ACh EC100. activation, % at 3 µM. 360,000 tested, 0.3% active;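 active means activation above the run cutoff, the mean activation of all test compounds plus 3 SD, cut at about 18% in these data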
# Target sequence (P08912 whole entry, looked up): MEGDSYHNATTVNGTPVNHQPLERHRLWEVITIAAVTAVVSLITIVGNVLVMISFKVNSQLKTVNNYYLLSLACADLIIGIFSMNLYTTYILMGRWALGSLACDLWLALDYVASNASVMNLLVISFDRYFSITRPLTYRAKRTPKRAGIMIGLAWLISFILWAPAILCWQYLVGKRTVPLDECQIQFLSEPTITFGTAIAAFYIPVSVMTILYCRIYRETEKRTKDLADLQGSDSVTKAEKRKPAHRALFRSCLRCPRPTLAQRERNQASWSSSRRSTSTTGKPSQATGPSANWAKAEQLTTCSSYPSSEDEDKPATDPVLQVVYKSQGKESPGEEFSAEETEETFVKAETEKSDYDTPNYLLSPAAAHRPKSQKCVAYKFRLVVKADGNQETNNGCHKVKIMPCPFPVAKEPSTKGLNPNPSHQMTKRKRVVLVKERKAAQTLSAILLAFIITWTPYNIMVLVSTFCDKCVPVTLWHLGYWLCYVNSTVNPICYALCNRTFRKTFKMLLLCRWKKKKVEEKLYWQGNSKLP
#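 system = human M5 receptor in CHO-K1 cells | reagent = EC20 acetylcholine as agonist stimulus | compound dosing = single-point, 3 µM nominal | incubation = Fluo-8 loading 80 min at 37 °C plus 30 min room temperature | detection = Fluo-8 calcium dye fluorescence, kinetic read | benchmarks = low control EC20 acetylcholine (0%), high control EC100 acetylcholine (100%)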
# IDE inh: inhibits human insulin-degrading enzyme in HEK cells; P14735; FAbetaB cleavage, fluorescence polarization; inhibition, % at 5.59 µM; 320,000 tested, 0.41% active; AID 434962;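 active means percent inhibition above the average of all tested compounds plus 3 SD, set per screening campaign, cut at about 16% in these data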;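 further: IDE supplied by intact live HEK cells; FP after avidin binding of uncleaved biotin substrate so inhibition keeps polarization high; 0% = DMSO wells and 100% = 60 µM reference IDE inhibitor Ii1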
# CRFBP-R2 block: blocks CRF-induced signaling of the CRF-BP/CRF-R2 complex. AID 588475. 350,000 tested, 0.59% active. HEK293 CRF-R2/CRF-BP, CRF-induced calcium fluorescence. inhibition, % at 11.8 µM;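 active means inhibition of the ligand-induced calcium signal above about 50% at the single tested concentration, limit read from the data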
# CHRM5 agonist: CHRM5 agonism in calcium assay; CHO-K1 hM5 cells, Fluo-8 calcium fluorescence; 0% DMSO wells, 100% maximal acetylcholine response; activation, % at 3 µM; 360,000 tested, 0.19% active; P08912;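 active means activation above the run's mean over test compounds plus 3 SD, cut at about 23% in these data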;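 further: signal is peak over basal fluorescence ratio across the kinetic read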
# M5 antag: CHRM5 antagonism in calcium assay; CHO-hM5 cells, Fluo-8 calcium fluorescence, ACh EC80; P08912; 360,000 tested, 0.59% active; inhibition, % at 3 µM;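 active means inhibition above a per-plate cutoff, the mean of that plate's test compounds plus 3 SD, cut at about 27% in these data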;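 further: 0% = acetylcholine EC80 with DMSO and 100% = DMSO without agonist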
# M4 antag: blocks acetylcholine activation of human M4 receptor | 360,000 tested, 0.73% active | P08173 | CHO-hM4 cells, ACh EC80, Fluo-8 calcium fluorescence | inhibition, % at 3 µM;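 active means inhibition above its plate's cutoff, the mean inhibition of sample wells plus 3 SD, cut at about 27% in these data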;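 further: 0% = acetylcholine EC80 with DMSO and 100% = DMSO without agonist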
# Target sequence (P08173 whole entry, looked up): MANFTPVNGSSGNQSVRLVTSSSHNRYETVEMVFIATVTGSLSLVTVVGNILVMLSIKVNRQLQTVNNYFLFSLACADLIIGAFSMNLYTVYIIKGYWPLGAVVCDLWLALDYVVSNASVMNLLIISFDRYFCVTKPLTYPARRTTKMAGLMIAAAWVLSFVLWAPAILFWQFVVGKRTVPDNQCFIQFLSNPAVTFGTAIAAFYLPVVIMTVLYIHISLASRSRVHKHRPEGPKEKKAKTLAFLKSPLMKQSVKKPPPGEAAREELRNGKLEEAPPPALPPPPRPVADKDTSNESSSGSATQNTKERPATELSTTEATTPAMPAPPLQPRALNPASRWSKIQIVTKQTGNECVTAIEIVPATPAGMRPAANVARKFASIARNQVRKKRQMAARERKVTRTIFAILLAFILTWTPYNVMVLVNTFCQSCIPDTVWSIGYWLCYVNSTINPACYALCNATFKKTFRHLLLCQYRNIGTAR
# CRFR2-BP ag: agonists of human CRF-binding protein/CRF-R2 receptor complex | HEK293 CRF-R2/CRF-BP, calcium dye fluorescence (FLIPR); percent of saturating CRF peptide response | activation, % at 13.2 µM | 350,000 tested, 0.46% active | AID 588473;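 active means activation of at least 50%, plus an integration ratio under a set limit after plate pattern correction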;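 further: plate controls were neutral control wells without compound for no effect and CRF at EC100 for full effect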
# CHRM4 PAM: CHRM4 positive allosteric modulation. CHO-K1 hM4/Gqi5, Fluo-8 calcium fluorescence, ACh EC20; 0% = ACh EC20, 100% = maximal ACh. 360,000 tested, 0.4% active. P08173. AID 624126. activation, % at 3 µM;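 active means activation above its plate's cutoff, the mean activation of sample wells plus 3 SD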; further: some results filed as inactive read as strong as hits
# M4 ag: CHRM4 agonism in calcium assay; 360,000 tested, 0.14% active; CHO-K1 hM4/Gqi5, Fluo-8 calcium fluorescence; vehicle 0%, full acetylcholine response 100%; activation, % at 3 µM; P08173;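 active means activation above the run mean over all test wells plus 3 SD, cut at about 32% in these data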;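 further: peak over basal fluorescence ratio per well then scaled between controls; 0% = DMSO wells and 100% = acetylcholine at EC100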
# * hit, by the source's call; x = no result given.
SMILES,CHRM5 PAM,IDE inh,CRFBP-R2 block,CHRM5 agonist,M5 antag,M4 antag,CRFR2-BP ag,CHRM4 PAM,M4 ag
COCCCNC(=O)Cn1c(=O)oc2cc(S(=O)(=O)N3CC(C)CC(C)C3)ccc21 (stereo unspecified),7,4,-4,3,-16,1,-1.7,-3,2
CN(CC(=O)Nc1ccc(OC(F)(F)F)cc1)C(=O)Cc1cccs1,10,1,2,3,-5,-10,-1.1,2,2
CNC[C@H]1Oc2ccc(NC(=O)C3CCCCC3)cc2CC(=O)N([C@H](C)CO)C[C@@H]1C,2,5,2,6,4,0,2.0,14,1
COc1cccc(C2C(C(=O)Nc3ccccc3)=C(C)N=c3s/c(=C/c4ccc(OCC(=O)O)cc4)c(=O)n32)c1 (stereo unspecified),0,10,2,-2,-1,7,1.2,3,1
CCC(=O)c1ccc(OCC(=O)N2CCN(S(=O)(=O)c3ccc(Cl)s3)CC2)cc1,-25,-5,2,-6,5,-13,-1.0,-3,13
CCCOc1ccc(N2C(=O)CC(S/C(N)=N/N=C(\C)c3cccs3)C2=O)cc1 (stereo unspecified),-3,-2,-25,0,4,-3,0.0,12,0
CC(C)N(CCCNC(=O)Cn1ncc2c([nH]c3ccccc32)c1=O)Cc1ccccc1,-1,0,-4,-9,6,2,1.9,-2,0
O=C(O)C1C2CCC(CC2)C1C(=O)O (stereo unspecified),2,x,-11,2,14,5,-0.1,-1,0
Cc1ccc(S(=O)(=O)NNC(=S)Nc2ccccc2)cc1,2,1,10,-1,-2,6,5.4,-3,-1
CC(C)Nc1nc(-c2ccncc2)nc(-c2ccc(Cl)cc2)c1C#N,1,3,-119,0,-4,-5,-3.0,10,0
COc1c(NC(C)=O)c2c(c([N+](=O)[O-])c1OC)C(=O)OC2,1,x,13,3,-1,1,-3.8,2,0
O=C(Nc1ccnn1C1CCN(Cc2c[nH]c3ccccc23)CC1)c1ccccc1,6,2,8,-5,-1,4,0.2,1,2

# Profiles, quoted from the list. Values in the order: CHRM5 PAM, IDE inh, CRFBP-R2 block, CHRM5 agonist, M5 antag, M4 antag, CRFR2-BP ag, CHRM4 PAM, M4 ag
# COc1cccc(C2C(C(=O)Nc3ccccc3)=C(C)N=c3s/c(=C/c4ccc(OCC(=O)O)cc4)c(=O)n32)c1 (stereo unspecified) reads 0, 10, 2, -2, -1, 7, 1.2, 3, 1
# CC(C)Nc1nc(-c2ccncc2)nc(-c2ccc(Cl)cc2)c1C#N reads 1, 3, -119, 0, -4, -5, -3.0, 10, 0
# CCC(=O)c1ccc(OCC(=O)N2CCN(S(=O)(=O)c3ccc(Cl)s3)CC2)cc1 reads -25, -5, 2, -6, 5, -13, -1.0, -3, 13
# Cc1ccc(S(=O)(=O)NNC(=S)Nc2ccccc2)cc1 reads 2, 1, 10, -1, -2, 6, 5.4, -3, -1

# New compounds follow:
SMILES,CHRM5 PAM,IDE inh,CRFBP-R2 block,CHRM5 agonist,M5 antag,M4 antag,CRFR2-BP ag,CHRM4 PAM,M4 ag
O=[N+]([O-])c1ccc(N/N=C/c2cccnc2)cc1,-3,10,-18,7,10,-1,6.4,-3,5
Cc1coc2c(C)c3oc(=O)c(CCC(=O)N[C@H](C(=O)O)C(C)C)c(C)c3cc12,-4,x,1,0,0,-8,-0.7,10,0
COc1cc(-c2nc(=S)[nH][nH]2)cc(OC)c1OC,-7,0,-7,-5,13,-5,0.3,0,0
CCN1CCN(Cc2c(O)ccc3c(=O)c(-c4ccc(OC)c(OC)c4)c(C(F)(F)F)oc23)CC1,5,3,5,-1,-6,5,-1.4,5,1
COC(=O)C1CCN(c2cc(Cl)nc(N)n2)CC1,-4,2,1,1,5,-10,-1.9,-1,0
CCOc1ncccc1C(=O)NCCc1ccc(S(N)(=O)=O)cc1,-2,8,14,-3,10,1,-1.1,-1,3
Cc1cc(C=C2C(=O)c3ccccc3C2=O)c(C)n1-c1ccccc1,0,-1,-51,-4,-1,0,35,-1,1
CCCNC(=O)NC(=O)CSc1ccc(C)cc1C,2,0,-52,-6,0,-10,-2.3,15,-1
O=C(CCCNC(=O)c1ccc(Cl)cc1)Nc1nccs1,-6,1,10,-2,23,5,-4.1,-5,1
COc1ccc(S(=O)(=O)N(C)c2ccc(C(=O)NCCC(C)C)cc2)cc1,-5,-5,23,0,7,4,-0.4,-7,1
O=C(NCCCn1ccnc1)/C(=C/c1cccs1)NC(=O)c1ccco1,3,-2,2,5,5,-2,-0.7,0,0
c1ccc2c(c1)nc(NC1CCCCC1)c1nncn12,0,1,-20,1,4,21,0.5,-4,0
O=S1(=O)CC(N2CCC(Cc3ccccc3)CC2)CN1C1CCCCC1 (stereo unspecified),-1,x,x,6,-7,-24,x,8,7
COc1ccc(S(=O)(=O)N2CCOCC2)cc1NC(=O)Cn1nnc2ccccc2c1=O,6,4,3,0,3,0,0.4,9,5
FC(F)(F)c1cccc(Cc2noc(CN3CCC(N4CCCCC4)CC3)n2)c1,0,2,-16,-14,6,9,-2.0,-13,0
O=C(CCn1c(=O)[nH]c2ccccc2c1=O)N1CCN(c2ccc(Cl)cc2)CC1,2,-3,-12,-1,-2,7,-0.9,-1,1
O=C(CSCc1cccc(F)c1)NCc1ccccc1,6,-3,2,-6,9,-4,-3.9,11,1
Cc1ccc(S(=O)(=O)NCCC(=O)Nc2cccc(S(N)(=O)=O)c2)cc1C,4,-5,13,-1,15,-2,-0.5,-2,0
COc1ccc(CN2C(=O)C(CC(=O)NCCN3CCOCC3)CC(C(=O)N(C)C)=C2C)cc1 (stereo unspecified),-1,x,5,1,-1,-9,1.0,3,1
COc1cc(CSc2nnnn2-c2ccc(C)cc2)cc(OC)c1OC,-19,1,36,2,31*,17,-4.3,-8,13
Cc1[nH]c2ccccc2c1C(=O)C(=O)N1c2ccccc2CC1C (stereo unspecified),-12,-1,6,-2,21,12,-0.7,-9,4
COc1ccc(C(=O)COC(=O)CNS(=O)(=O)c2ccc(C)cc2)cc1,-7,-2,-3,-1,-5,-8,-0.3,0,4
CCOc1ccc2nc(SCC(=O)N3CCCc4ccccc43)sc2c1,-10,3,39,-5,9,2,-0.4,-9,3
CCNc1ccc(C(=O)OCC(=O)NCc2ccc(C)cc2)cc1[N+](=O)[O-],3,-2,7,-3,-2,-17,-0.1,5,2
CCOC(=O)C1CCCN(C(=O)c2cn(C)c3ccc(S(=O)(=O)N(C)C)cc3c2=O)C1 (stereo unspecified),-10,-1,18,2,12,-10,-1.7,5,-1
CC(=O)NC(=C(Cl)Cl)S(=O)(=O)c1ccccc1,6,3,-9,2,5,-6,2.4,7,0
CC(C(=O)Nc1ccc2c(c1)OCO2)N1CCC(N2CCCCC2)CC1 (stereo unspecified),-7,0,2,-6,7,1,0.7,-2,1
CC(C)CCNS(=O)(=O)c1ccc(-c2ccc(S(=O)(=O)NCCC(C)C)cc2)cc1,-3,1,-6,1,0,-3,0.0,5,2
N#Cc1c(SCC(=O)O)nc(N2CCCCC2)c2c1CCCC2,2,-4,6,-3,10,0,-0.8,9,-1
O=C(NCc1ccccc1Cl)C1CCCN1C(=O)NC1CCCCC1 (stereo unspecified),-3,x,-8,0,-1,-10,-3.5,-3,1
CC(C)(Oc1ccc(Br)cc1)C(=O)N1CCc2ccccc21,-1,1,8,-1,4,7,4.8,4,-1
O=c1[nH]c(Cc2ccccn2)nc2scc(-c3ccccc3Cl)c12,-5,-5,6,0,0,-5,-1.0,-5,3
c1ccc2c(Nc3ccc4c(c3)OCCO4)c3c(nc2c1)CCCC3,-20,1,-20,-9,44*,-4,0.0,-10,2
CCOc1ccc(NC(=S)N(CCc2c(C)[nH]c3ccccc23)Cc2ccco2)cc1,-2,-1,-3,0,-6,-9,0.0,-6,0
Cc1ccc2nc(NCCC(=O)O)nc(-c3ccccc3)c2c1,8,-3,38,-3,1,-16,146*,2,1
Cc1cc2cc(C(c3nnnn3C(C)(C)C)N(Cc3ccco3)CC3CCCO3)c(=O)[nH]c2cc1C (stereo unspecified),-3,4,-25,0,3,3,3.5,-2,0
COc1ccc(N/C=C2/CCCCC2=O)cc1,1,-4,6,1,-2,-20,-0.7,26,0
CCn1nc(C)c(NC(=O)c2cc(Br)ccc2Cl)c1C,-3,4,2,-1,2,-8,-0.9,2,1
COc1ccc(OC)c(NC(=O)NNS(=O)(=O)c2ccc(C)cc2C)c1,0,3,8,3,-3,-5,-0.8,-2,2
Cc1nn(CC(=O)NCc2cccc(F)c2)c(=O)c2cccn12,-5,-5,-3,-5,29*,0,-1.0,2,1
COc1cc(-c2[nH]ncc2CN2CCN(Cc3cccs3)CC2)cc(OC)c1OC,4,2,3,-4,6,-8,0.3,8,2
CCn1nnnc1SCC(=O)NCc1ccc2c(c1)OCO2,3,1,-5,1,-4,-1,-1.7,18,1
COc1cc(N/C(N)=N/c2nc(C)cc(C)n2)cc(OC)c1,6,1,2,2,-9,-6,18,-4,6
CCOC(=O)c1c(-c2ccc(OC)cc2)csc1NC(=O)COc1ccc2c(C)cc(=O)oc2c1,0,0,-21,-2,2,3,0.8,4,0
O=C(c1ccc(Cl)c(S(=O)(=O)N2CCCCCC2)c1)N1CCN(CCO)CC1,-1,3,14,-5,-7,3,-0.2,-4,1
COCCCN(CC(=O)O)S(=O)(=O)c1ccccc1,5,2,1,3,0,6,-1.3,-1,0
Cc1nc2sc(C(c3cccs3)N3CCN(Cc4ccccc4)CC3)c(O)n2n1 (stereo unspecified),-5,2,-7,2,6,-13,4.2,4,4
COc1ccc(Cl)cc1NC(=O)CS(=O)(=O)c1cccc2nsnc12,4,3,-8,-3,-3,5,-0.4,12,0
Nc1c(C(=O)N2CCOCC2)sc2nc3c(cc12)CCC3,0,1,50*,0,-5,35*,3.5,15,2
NS(=O)(=O)c1cccc(NC(=O)Nc2ccc(Cl)cc2)c1,-29,-4,3,8,19,-6,3.5,-11,17
CCCCNC(=S)N1CCN(C)CC1,0,-3,-17,-3,-1,-1,-0.6,-3,1
Cc1cc(=O)oc2cc(OCC3CC(c4ccccc4)=NO3)ccc12 (stereo unspecified),-5,1,3,0,-1,-7,-1.1,-4,5
CN(C)S(=O)(=O)c1ccc(C(=O)OCC(=O)NCc2ccccc2)cc1,-1,2,-8,0,6,-5,4.8,3,2
CCCCc1ccc(CC2S/C(=C(\C#N)C(=O)N3CCOCC3)N(c3ccccc3)C2=O)cc1 (stereo unspecified),-15,5,-22,-2,9,-1,0.0,-2,4
CC(NC(=O)c1ccc([N+](=O)[O-])cc1Cl)C1CC2CCC1C2 (stereo unspecified),-1,2,0,-4,10,5,0.5,-6,0
CCOC(=O)c1cnc(-n2nc(C)cc2C)nc1N1CCOCC1,4,4,-16,1,-7,3,-0.2,2,0
CSc1ccc(/C=C/C(=O)c2ccc(NC(=O)C(C)C)cc2)cc1,-5,7,-1,2,6,6,7.5,13,4
CC1CN(S(=O)(=O)c2ccc(CN3C(=O)c4cccnc4C3=O)cc2)c2ccccc2O1 (stereo unspecified),-6,4,-11,-6,8,10,0.3,9,0
Cc1nc(-c2ccccc2)sc1C1(C)CC(c2c(Cl)cccc2Cl)=NO1 (stereo unspecified),-15,-3,-39,-1,9,8,7.1,-2,1
COc1ccccc1N1C(=O)N(C(C)=O)C2C1Nc1ccccc1N2C (stereo unspecified),5,-4,-22,6,-2,-1,14,8,8
CN(C)CCOc1cccc(Cl)c1,0,6,2,-10,-6,-5,-0.7,0,0

# Screens from PubChem BioAssay.
